HTR5A inv ctr – inverse agonist of human HTR5A in OPRM1-OPRD1 counter-screen; HTR5A cell line, luminescence, inverse agonism; P47898; 340,000 tested, 0.083% active; inhibition, % at 9.3 µM; AID 504634; in the data active = inhibition mostly above about 23%, no sharp cut-off; inactive = mostly below about 18%;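 also: 0% = cells with DMSO and 100% = no-cell wells with DMSO; some compounds called inactive have numbers as strong as hits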
Target sequence (P47898 whole entry, looked up): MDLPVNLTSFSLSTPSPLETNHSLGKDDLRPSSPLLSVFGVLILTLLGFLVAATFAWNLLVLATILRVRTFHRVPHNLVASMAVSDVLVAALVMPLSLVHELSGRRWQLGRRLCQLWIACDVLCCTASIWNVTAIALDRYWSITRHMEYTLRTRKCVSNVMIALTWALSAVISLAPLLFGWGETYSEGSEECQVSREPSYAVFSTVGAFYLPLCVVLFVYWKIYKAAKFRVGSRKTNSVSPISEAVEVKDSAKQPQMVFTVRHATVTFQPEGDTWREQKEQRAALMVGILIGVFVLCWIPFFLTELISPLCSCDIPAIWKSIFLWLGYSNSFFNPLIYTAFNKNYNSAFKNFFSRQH
CAL-PDZ inh HTS – CAL PDZ (human) peptide binding inhibition; 300,000 tested, 0.92% active; Q9HD26; inhibition, % at 24.9 µM; purified CAL PDZ, TMR-peptide fluorescence polarization, 1 h;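 active = mean inhibition of at least 30% with at least half of replicates also reaching 30%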;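 also: 0% = DMSO neutral control and 100% = excess unlabeled competitor peptide PRC23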
V-ATPase pH – alters yeast V-ATPase proton transport; 350,000 tested, 0.37% active; response, % at 10 µM; S. cerevisiae, pHLuorin cytosolic pH fluorescence; in the data active = response mostly above about 7.3%, no sharp cut-off; inactive = mostly below about 5.4%; also: actives read high; inactives centre near 0; some compounds called inactive have numbers as strong as hits; reference of the scale not given here
LANA DNA inh – KSHV C-LANA DNA binding inhibition. MBP-C-LANA/FAM-LBS DNA binding, fluorescence polarization. inhibition, % at 9 µM. 340,000 tested, 0.078% active. AID 504423;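 active = highest replicate inhibition at or above 60% at 9 µM, even if other replicates fall short; inactive = all replicates below 60% inhibition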;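 also: 0% = neutral control wells and 100% = 4 µM acridine orange control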
RTF Ca sens inh – cardiac RTF calcium desensitization | P19429+P45379 | AID 493244 | inhibition, % at 7.15 µM | IANBD-labeled cardiac RTF, Ca2+ fluorescence | 340,000 tested, 0.12% active;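 active = inhibition above the mean inhibition of all tested compounds plus 3 SD, cut at about 17% in these data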;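 also: assay run at fixed EC70 calcium of 1.6 mM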
HTR5A ag – HTR5A agonism, opioid heterodimer counter-screen; P47898; HTR5A agonist assay, luminescence, cell-based; activation, % at 9.3 µM; 340,000 tested, 0.61% active; AID 504692; in the data active = activation mostly above about 9.5%, no sharp cut-off; inactive = mostly below about 7.6%;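 also: 0% = cells with vehicle only and 100% = reference agonist; strong numbers were not always called active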
MOR-DOR inv ag – inverse agonists of human mu-delta opioid receptor heterodimerization; 340,000 tested, 0.21% active; cell-based MOR-DOR heterodimer luminescence, inverse agonism; inhibition, % at 9.3 µM; AID 504357; P35372+P41143; in the data active = inhibition above about 22%, passing the limit was not always enough;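 also: 0% = cells with DMSO and 100% = wells without cells with DMSO; values of inactives mirror those of a sister screen read the other way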
MOR-DOR ag – OPRM1-OPRD1 heterodimerization agonism | cells, luminescence | activation, % at 9.3 µM | 340,000 tested, 0.3% active | AID 504326; in the data active = activation above about 18%;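 also: 0% = vehicle-treated cells and 100% = reference agonist; values of inactives mirror those of a sister screen read the other way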
Keap1 Nrf2 FP – disrupts human Keap1 binding to Nrf2 peptide. Keap1 Kelch-Nrf2 peptide fluorescence polarization, 1536-well. Q14145. 340,000 tested, 0.15% active. inhibition, % at 9.4 µM; in the data active = inhibition above about 12%;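 also: human Keap1 Kelch domain with fluorescein labeled Nrf2 9mer peptide probe; 0% = neutral control wells and 100% = peptide positive control; higher means more block of Keap1 binding to Nrf2 peptide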
Target sequence (Q14145 whole entry, looked up, the tested form may be a part): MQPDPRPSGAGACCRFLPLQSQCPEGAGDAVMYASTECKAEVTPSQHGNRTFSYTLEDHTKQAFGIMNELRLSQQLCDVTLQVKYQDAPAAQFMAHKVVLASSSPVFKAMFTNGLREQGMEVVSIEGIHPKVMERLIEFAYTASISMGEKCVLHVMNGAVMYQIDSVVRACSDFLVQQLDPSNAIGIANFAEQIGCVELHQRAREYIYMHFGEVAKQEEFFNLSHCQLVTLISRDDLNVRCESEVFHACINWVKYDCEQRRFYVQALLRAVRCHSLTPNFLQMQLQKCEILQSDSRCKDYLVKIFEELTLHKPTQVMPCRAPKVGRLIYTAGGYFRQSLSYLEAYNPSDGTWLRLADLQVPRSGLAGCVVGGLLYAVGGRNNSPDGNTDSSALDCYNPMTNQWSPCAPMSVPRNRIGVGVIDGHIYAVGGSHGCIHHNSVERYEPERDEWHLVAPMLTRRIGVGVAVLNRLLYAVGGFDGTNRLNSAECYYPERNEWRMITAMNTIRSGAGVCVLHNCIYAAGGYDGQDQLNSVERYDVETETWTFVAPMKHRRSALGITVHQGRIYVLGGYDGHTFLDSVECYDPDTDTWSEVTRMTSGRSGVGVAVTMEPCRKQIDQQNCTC
cardiac RTF act – cardiac RTF calcium sensitization. AID 493008. IANBD-labeled TnC RTF fluorescence at EC20 calcium; 0% EC20 calcium, 100% full calcium. activation, % at 7.2 µM. 340,000 tested, 0.24% active;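 active = activation above the mean over all tested compounds plus 3 SD, cut at about 30% in these data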;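 also: rise in fluorescence read as greater calcium sensitivity of cardiac thin filaments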
* hit, by the source's call.

O=C1NCCN1CCNS(=O)(=O)c1cc(C(F)(F)F)cc(C(F)(F)F)c1 was read as HTR5A inv ctr 14.8, CAL-PDZ inh HTS -3.2, V-ATPase pH -0.4, LANA DNA inh -4.0, RTF Ca sens inh -3.4, HTR5A ag -6.2, MOR-DOR inv ag 21.5, MOR-DOR ag -4.2, Keap1 Nrf2 FP 0.5 and cardiac RTF act 1.0.
`CC(=O)c1cc(CCC(=O)NC2CCCCCC2)oc1C` gave HTR5A inv ctr -27.1, CAL-PDZ inh HTS 2.8, V-ATPase pH 6.9, LANA DNA inh 0.4, RTF Ca sens inh -1.4, HTR5A ag 10.1, MOR-DOR inv ag -17.7, MOR-DOR ag 2.8, Keap1 Nrf2 FP 4.6 and cardiac RTF act -3.6.
For CC(C)c1ccc(N2C(=NC(=O)C3CC3)SC3CS(=O)(=O)CC32)cc1 (stereo unspecified) the results were HTR5A inv ctr -9.2, CAL-PDZ inh HTS -1.8, V-ATPase pH -4.0, LANA DNA inh 0.5, RTF Ca sens inh -1.5, HTR5A ag 5.0, MOR-DOR inv ag -0.6, MOR-DOR ag 0.1, Keap1 Nrf2 FP 0.1 and cardiac RTF act 6.3.
`CCN(CC(=O)Nc1ccccc1C(F)(F)F)C(=O)CSCc1ccc(C)cc1` gave HTR5A inv ctr -35.6, CAL-PDZ inh HTS -4.7, V-ATPase pH -2.5, LANA DNA inh 0.6, RTF Ca sens inh -1.6, HTR5A ag 0.6, MOR-DOR inv ag -1.6, MOR-DOR ag 0.2, Keap1 Nrf2 FP 3.2 and cardiac RTF act -1.8.
For CC/C(=N\NC(=S)Nc1ccc(OC)cc1)c1ccc(OC(F)F)cc1 the results were HTR5A inv ctr 9.7, CAL-PDZ inh HTS -4.3, V-ATPase pH -0.8, LANA DNA inh 1.3, RTF Ca sens inh 1.4, HTR5A ag -6.0, MOR-DOR inv ag -15.4, MOR-DOR ag 2.3, Keap1 Nrf2 FP -4.0 and cardiac RTF act 6.8.
For COc1cc(/C=C(\C#N)C(=O)NC2CCCCC2C)ccc1OS(=O)(=O)c1ccc(C)cc1 (stereo unspecified) the results were HTR5A inv ctr -12.0, CAL-PDZ inh HTS 3.3, V-ATPase pH 2.4, LANA DNA inh -3.8, RTF Ca sens inh -3.4, HTR5A ag 3.5, MOR-DOR inv ag -16.1, MOR-DOR ag 3.1, Keap1 Nrf2 FP -1.7 and cardiac RTF act 3.5.
`CCOC(=O)N1CCN(C(=O)c2ccc(Cl)c(S(=O)(=O)N3CCOCC3)c2)CC1` gave HTR5A inv ctr 3.6, CAL-PDZ inh HTS -1.7, V-ATPase pH -0.3, LANA DNA inh -0.3, RTF Ca sens inh -6.0, HTR5A ag -0.7, MOR-DOR inv ag 9.0, MOR-DOR ag -1.4, Keap1 Nrf2 FP -5.3 and cardiac RTF act -6.5.
Screening Cc1ccc(NC2c3ncccc3C(=O)N2c2ccccc2C)cc1C (stereo unspecified) returned HTR5A inv ctr -14.0, CAL-PDZ inh HTS -0.8, V-ATPase pH -2.9, LANA DNA inh 0.1, RTF Ca sens inh 2.0, HTR5A ag 5.2, MOR-DOR inv ag 3.2, MOR-DOR ag -0.6, Keap1 Nrf2 FP 3.9 and cardiac RTF act 4.1.
C#CCN(C(=O)c1ccc(OC2CCN(C(=O)CCOC)CC2)cc1)C1CCCCC1 was read as HTR5A inv ctr -19.8, CAL-PDZ inh HTS -3.5, V-ATPase pH 0.1, LANA DNA inh 0.3, RTF Ca sens inh -12.4, HTR5A ag 7.2, MOR-DOR inv ag -7.3, MOR-DOR ag 1.4, Keap1 Nrf2 FP 0.4 and cardiac RTF act 0.9.
O=C(CSc1cccc2cccnc12)Nc1ccc(S(=O)(=O)N2CCOCC2)cc1 was read as HTR5A inv ctr -2.1, CAL-PDZ inh HTS -1.3, V-ATPase pH -1.6, LANA DNA inh -0.8, RTF Ca sens inh -10.7, HTR5A ag 5.4, MOR-DOR inv ag 3.5, MOR-DOR ag -0.7, Keap1 Nrf2 FP -3.1 and cardiac RTF act 1.1.
For CC(C)CNc1oc(-c2ccco2)nc1C#N the results were HTR5A inv ctr -19.0, CAL-PDZ inh HTS 1.4, V-ATPase pH 5.6, LANA DNA inh 1.4, RTF Ca sens inh -8.9, HTR5A ag 0.8, MOR-DOR inv ag 17.6, MOR-DOR ag -3.2, Keap1 Nrf2 FP 2.1 and cardiac RTF act 1.7.
CCC(C)c1ccc(NC(=O)CSc2nncn2N)cc1 (stereo unspecified) was read as HTR5A inv ctr -2.0, CAL-PDZ inh HTS -4.5, V-ATPase pH -1.5, LANA DNA inh -0.8, RTF Ca sens inh -5.8, HTR5A ag 0.8, MOR-DOR inv ag 4.5, MOR-DOR ag -0.8, Keap1 Nrf2 FP -2.8 and cardiac RTF act 0.9.
Screening CN1CCN(C(=O)c2ccccc2-c2nc(-c3ccccc3)no2)CC1 returned HTR5A inv ctr 12.4, CAL-PDZ inh HTS 3.1, V-ATPase pH -1.6, LANA DNA inh 0.9, RTF Ca sens inh -1.3, HTR5A ag -5.0, MOR-DOR inv ag 15.4, MOR-DOR ag -3.7, Keap1 Nrf2 FP 0.4 and cardiac RTF act 1.6.
Screening O=C(Nc1cccc(Cl)c1Cl)c1snnc1-c1ccccc1 returned HTR5A inv ctr 3.2, CAL-PDZ inh HTS -1.2, V-ATPase pH 10.2, LANA DNA inh 0.2, RTF Ca sens inh -3.3, HTR5A ag 1.2, MOR-DOR inv ag -14.6, MOR-DOR ag 3.2, Keap1 Nrf2 FP 2.7 and cardiac RTF act 0.3.
O=C(CCCNS(=O)(=O)c1cccc2nsnc12)NC1CCCCC1 was read as HTR5A inv ctr 11.2, CAL-PDZ inh HTS 15.8, V-ATPase pH 0.0, LANA DNA inh -0.4, RTF Ca sens inh -9.6, HTR5A ag -3.9, MOR-DOR inv ag 4.3, MOR-DOR ag -1.0, Keap1 Nrf2 FP 0.6 and cardiac RTF act -0.9.
For O=C(COC(=O)COc1cccc(C(F)(F)F)c1)NC(=O)NC1CCCCC1 the results were HTR5A inv ctr -5.6, CAL-PDZ inh HTS -2.0, V-ATPase pH -4.8, LANA DNA inh 0.1, RTF Ca sens inh -10.8, HTR5A ag 6.9, MOR-DOR inv ag -58.0, MOR-DOR ag 8.9, Keap1 Nrf2 FP 0.4 and cardiac RTF act -7.8.
For Cc1ccc(N2C(S)=C(C#N)C(=O)NC23CCCCC3)cc1 the results were HTR5A inv ctr 0.0, CAL-PDZ inh HTS -0.1, V-ATPase pH -1.4, LANA DNA inh -1.0, RTF Ca sens inh 1.8, HTR5A ag -5.3, MOR-DOR inv ag 23.6, MOR-DOR ag -5.3, Keap1 Nrf2 FP -0.2 and cardiac RTF act 8.1.
Screening Cc1ccc(N(Cc2ccc(C(=O)NCC3CCCO3)cc2)S(C)(=O)=O)cc1C (stereo unspecified) returned HTR5A inv ctr 6.5, CAL-PDZ inh HTS -1.6, V-ATPase pH 0.2, LANA DNA inh 0.1, RTF Ca sens inh -1.2, HTR5A ag 1.5, MOR-DOR inv ag 9.5, MOR-DOR ag -2.0, Keap1 Nrf2 FP -3.4 and cardiac RTF act 7.1.
Screening CC1CC(C)CN(CCCNC(=O)C2CCCN(c3ncnc4c3nc3n4CCCCC3)C2)C1 (stereo unspecified) returned HTR5A inv ctr 6.7, CAL-PDZ inh HTS -1.6, V-ATPase pH 1.7, LANA DNA inh -2.3, RTF Ca sens inh -34.7, HTR5A ag 1.4, MOR-DOR inv ag 1.8, MOR-DOR ag -0.3, Keap1 Nrf2 FP -4.5 and cardiac RTF act -1.5.
Screening CC(=O)c1ccc(OCCCC(=O)OCC(=O)N2CCN(c3ccccc3)CC2)cc1 returned HTR5A inv ctr 13.9, CAL-PDZ inh HTS -1.4, V-ATPase pH 7.8, LANA DNA inh -7.2, RTF Ca sens inh 3.0, HTR5A ag 3.4, MOR-DOR inv ag 2.5, MOR-DOR ag -0.6, Keap1 Nrf2 FP 1.4 and cardiac RTF act -2.0.
O=C(Oc1cccnc1)c1ccc([N+](=O)[O-])cc1 was read as HTR5A inv ctr 5.2, CAL-PDZ inh HTS -1.0, V-ATPase pH -5.2, LANA DNA inh -0.2, RTF Ca sens inh 4.5, HTR5A ag 1.1, MOR-DOR inv ag 20.0, MOR-DOR ag -4.0, Keap1 Nrf2 FP 4.9 and cardiac RTF act -0.6.
For O=C(NNS(=O)(=O)c1ccccc1)c1sccc1-n1cccc1 the results were HTR5A inv ctr -10.7, CAL-PDZ inh HTS -2.4, V-ATPase pH 5.9, LANA DNA inh -1.7, RTF Ca sens inh -10.6, HTR5A ag 6.2, MOR-DOR inv ag 11.7, MOR-DOR ag -2.2, Keap1 Nrf2 FP -1.8 and cardiac RTF act 3.8.
`CCOc1cc(C(=S)N2CCCC2)ccc1OCc1ccccc1` gave HTR5A inv ctr 0.2, CAL-PDZ inh HTS -5.1, V-ATPase pH -1.0, LANA DNA inh -1.1, RTF Ca sens inh -7.7, HTR5A ag -0.1, MOR-DOR inv ag 7.2, MOR-DOR ag -1.5, Keap1 Nrf2 FP 3.0 and cardiac RTF act 0.2.
Cc1cc(N2CCOCC2)nc2ccc(NC(=O)C3CCC(C)CC3)cc12 (stereo unspecified) was read as HTR5A inv ctr 5.6, CAL-PDZ inh HTS 1.1, V-ATPase pH -1.6, LANA DNA inh 0.5, RTF Ca sens inh -0.7, HTR5A ag 1.5, MOR-DOR inv ag -6.2, MOR-DOR ag 1.0, Keap1 Nrf2 FP -4.2 and cardiac RTF act -5.2.
COc1ccc(C(=O)Nc2ccc(S(=O)(=O)N3CCOCC3)cc2)cc1OC was read as HTR5A inv ctr 2.3, CAL-PDZ inh HTS -2.9, V-ATPase pH -3.8, LANA DNA inh 1.1, RTF Ca sens inh -12.1, HTR5A ag -1.2, MOR-DOR inv ag 5.6, MOR-DOR ag -1.0, Keap1 Nrf2 FP -2.1 and cardiac RTF act 3.2.
For C#CCOCCOCCOCCNc1nc(N2CCN(C(=O)CCCCCCCCCCNC(=O)[C@H](CCCCN)n3cc(CCO)nn3)CC2)nc(N2CCN(C(=O)CCCCCCCCCCNC(=O)[C@H](CCCN=C(N)N)n3cc(C[C@@H](C)CC)nn3)CC2)n1 the results were HTR5A inv ctr -9.1, CAL-PDZ inh HTS -0.6, V-ATPase pH -2.9, LANA DNA inh -1.0, RTF Ca sens inh 2.9, HTR5A ag -1.6, MOR-DOR inv ag -15.1, MOR-DOR ag 2.8, Keap1 Nrf2 FP -14.5 and cardiac RTF act 5.2.
Screening COc1ccccc1C1=NOC(COC(=O)c2ccc(Br)cc2)C1 (stereo unspecified) returned HTR5A inv ctr 1.4, CAL-PDZ inh HTS -4.2, V-ATPase pH 5.4, LANA DNA inh 0.3, RTF Ca sens inh 11.8, HTR5A ag 2.9, MOR-DOR inv ag -14.6, MOR-DOR ag 2.3, Keap1 Nrf2 FP 1.9 and cardiac RTF act 1.4.

Screens from PubChem.
